# SKKanGAS inh: blocks kanamycin growth of S. pyogenes SKKanGAS strain; BacTiter-Glo, 6 h; inhibition, % at 7.5 µM; hit rate 1.3% among 300,000; AID 1662;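 active = mean replicate score, as percent of positive control median, at least 50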;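 also: strain carries kanamycin resistance gene driven by streptokinase promoter and grows in 40 µg/ml kanamycin; loss of luminescence reflects streptokinase promoter inhibition or plain growth inhibition; 0% = median of DMSO wells and 100% = positive control at its reference dose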
# MrgX1 agonist: activates human MrgX1 receptor signaling. MrgX1-HEK293 cells, Fluo-4 calcium fluorescence, agonist mode; stronger effect = higher value. B-score at 10 µM. hit rate 0.44% among 310,000;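 active = calcium response B-score plate-corrected fluorescence ratio at least 3 library SD, with starting fluorescence B-score inside 5 SD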
#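 Material – MrgX1-expressing HEK293 cells · Input – 15,000 cells seeded per well · Dosing – compound as first of three additions · Times – overnight seeding, then 1 h dark dye loading · Measured by – kinetic Fluo-4 NW fluorescence of intracellular calcium · Read-out – B-scored fluorescence response ratio · Benchmarks – positive and negative control wells on each plate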
# MrgX1 PAM: human MrgX1 positive allosteric modulation, primary screen | Q96LB2 | MrgX1-HEK293, Fluo-4 calcium flux, FDSS; stronger effect = higher value | B-score at 10 µM | hit rate 0.63% among 310,000;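 active = plate-corrected calcium response at least 3 library SD above typical, normal starting fluorescence, not activating the receptor alone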;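 also: compound read alongside a low EC10 to EC30 dose of BAM8-22 agonist; peak minus trough fluorescence over baseline measured at the second addition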
# RGS4 pot: RGS4 potentiation or activation; HEK293 M3R/inducible RGS4, carbachol calcium flux Fluo4; stronger effect = lower value; hit rate 0.92% among 310,000; B-score at 10 µM;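 active = B-score of the integrated calcium signal more than 4 SD below the library mean, with starting fluorescence not abnormally high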;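 also: negative B-score means reduced calcium response which marks RGS4 activation or potentiation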
#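 Detection: kinetic calcium fluorescence imaging with Fluo4-AM dye, 2 µM / Material: HEK293 cells with stable M3R and inducible RGS4 / Schedule: recording 10 s baseline at 1 Hz, 100 s post-agonist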
# TRPC6 inhibitor: mouse TRPC6 channel inhibition. HEK293-TRPC6, membrane potential dye, ACh-evoked depolarization; stronger effect = lower value. B-score at 10 µM. hit rate 1.1% among 310,000;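 active = B-score under library mean minus 3 SD, initial fluorescence not abnormally high, positive integrated signal ratio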;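 also: B-score derived from integrated fluorescence ratio over the kinetic read; more negative B-score means stronger inhibition of depolarization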
# Target sequence (Q61143 whole entry, looked up): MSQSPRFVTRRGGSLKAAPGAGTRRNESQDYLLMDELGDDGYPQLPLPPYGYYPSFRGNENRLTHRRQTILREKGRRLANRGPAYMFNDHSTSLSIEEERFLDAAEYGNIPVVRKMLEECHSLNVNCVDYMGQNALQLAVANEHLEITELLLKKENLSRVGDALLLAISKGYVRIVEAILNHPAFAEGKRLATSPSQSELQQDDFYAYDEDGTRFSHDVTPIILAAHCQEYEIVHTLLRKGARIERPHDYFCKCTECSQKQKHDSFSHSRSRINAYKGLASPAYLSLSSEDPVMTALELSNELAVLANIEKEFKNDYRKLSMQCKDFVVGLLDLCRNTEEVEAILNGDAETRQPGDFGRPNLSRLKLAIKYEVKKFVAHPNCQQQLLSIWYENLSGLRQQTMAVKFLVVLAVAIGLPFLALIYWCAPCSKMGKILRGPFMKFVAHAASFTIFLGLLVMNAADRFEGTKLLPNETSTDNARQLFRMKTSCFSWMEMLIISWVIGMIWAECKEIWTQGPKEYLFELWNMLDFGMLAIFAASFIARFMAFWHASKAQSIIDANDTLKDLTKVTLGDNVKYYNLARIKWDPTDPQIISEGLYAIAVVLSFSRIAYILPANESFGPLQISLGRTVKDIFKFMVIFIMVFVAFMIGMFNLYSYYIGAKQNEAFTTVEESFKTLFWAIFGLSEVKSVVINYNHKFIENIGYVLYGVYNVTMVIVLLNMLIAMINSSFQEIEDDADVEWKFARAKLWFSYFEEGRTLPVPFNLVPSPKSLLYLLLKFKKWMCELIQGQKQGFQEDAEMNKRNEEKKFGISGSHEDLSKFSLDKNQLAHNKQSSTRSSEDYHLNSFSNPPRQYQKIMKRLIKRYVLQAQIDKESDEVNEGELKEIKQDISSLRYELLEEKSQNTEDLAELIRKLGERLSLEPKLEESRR
# HIF act: HIF pathway transcriptional activation; U2OS HRE-luciferase reporter, luminescence; normalized: DMSO 0%, desferrioxamine 100%; AID 1910; hit rate 0.32% among 300,000; activation, % at 7.5 µM (by protocol);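 active = mean activation of at least 10% of the iron chelator positive control signal, with at least half of replicates also reaching 10%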
# Platelet DG rel: platelet dense granule release activity; AID 1663; human platelet-rich plasma, SFLLRN dense granule ATP release, luminescence; hit rate 0.22% among 300,000; inhibition, %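 (compounds screened at 7.5 µM in platelet-rich plasma)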;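 active = mean replicate score, as percent of positive control, at or above 50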
# MrgX1 antagonist: human MrgX1 receptor antagonism, primary screen; MRGX1-HEK293 calcium flux, Fluo-4, BAM8-22 antagonism; stronger effect = lower value; B-score at 10 µM; hit rate 1.3% among 310,000;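 active = calcium-response B-score plate-corrected more than 3 library SD below zero, starting fluorescence within 5 deviations, no agonist response on first addition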;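 also: peak minus trough fluorescence over baseline after final BAM8-22 challenge near maximal dose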
# TRPC4 inh: blocks the mouse TRPC4 cation channel; hit rate 0.39% among 300,000; Q9QUQ5; B-score at 10 µM; HEK293 TRPC4beta/mu-opioid, DAMGO-evoked Fluo4 calcium flux; stronger effect = lower value;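 active = B-score over 3 SD under the library average, no early fluorescence shift, positive overall ratio signal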
#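 Assay system: TRPC4beta/mu-opioid receptor HEK293 cell line; compound dosing: single concentration per test compound; detection: Fluo4 Ca2+ flux fluorescence; evaluation: per-well B score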
# TRPC6 act: mouse TRPC6 channel activation | Q61143 | HEK293-TRPC6 membrane potential dye fluorescence; stronger effect = higher value | B-score at 10 µM | hit rate 0.13% among 310,000 | AID 2550;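 active = B-score of the integrated fluorescence ratio above library mean plus 3 SD, and starting fluorescence ratio within library mean plus 5 SD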;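 also: higher score means more depolarization so channel activation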
# RGS4 inh: inhibitors of human RGS4. P49798. HEK293 M3R/RGS4 inducible, Fluo-4 calcium flux; stronger effect = higher value; triggered by carbachol at its EC20. B-score at 10 µM. hit rate 0.45% among 310,000. AID 463165;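 active = B-score, a plate-corrected calcium signal, over three deviations above library mean, with baseline fluorescence within five deviations of library mean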;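 also: RGS4 expression induced by doxycycline in cells with stable M3 receptor; B-score is computed from the integrated fluorescence ratio over baseline after carbachol; higher B-score means a larger calcium signal and so more RGS4 inhibition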
# * = called active by the depositor; i = inactive; · = not tested or not shown.
SMILES	SKKanGAS inh	MrgX1 agonist	MrgX1 PAM	RGS4 pot	TRPC6 inhibitor	HIF act	Platelet DG rel	MrgX1 antagonist	TRPC4 inh	TRPC6 act	RGS4 inh
CCN(CC)N=Nc1ccc(S(=O)(=O)N2CCSC2C(=O)O)cc1 (centres undefined)	4	i	i	i	i	0.0	-2	i	i	i	i
COc1ccc(NC(=S)NC(NC(C)=O)C(Cl)(Cl)Cl)c([N+](=O)[O-])c1 (centres undefined)	3	i	i	i	i	0.0	8	i	i	i	i
Cc1ccc(-c2cc3nc(-c4ccccc4)cc(N)n3n2)cc1	10	i	i	i	i	-42	-3	i	i	i	i
Cc1cccc(Nc2nc(CC(=O)O)cs2)c1	0	i	i	i	i	2.1	10	i	i	i	i
O=C(Nc1ccncc1)OCc1ccccc1	1	i	i	i	i	0.8	-5	i	i	i	i
COCc1[nH][nH]c(=O)c1C=NCC(=O)OC	-7	i	i	i	i	-0.2	-3	i	i	i	i
COc1ccc(NC(=O)OCC(C)C)cc1OC	-3	i	i	i	i	0.9	-10	i	i	i	i
Cc1ccsc1/C=N/NC(=O)CNC(=O)c1ccc(S(=O)(=O)N2CCOCC2)cc1	-13	i	i	i	i	-0.5	-4	i	i	i	i
Cc1[nH]n(-c2ncc(-c3ccccc3)s2)c(=O)c1C(c1ccc(Br)cc1)C(C#N)C#N (centres undefined)	86*	i	i	i	i	1.2	-10	-6.8*	i	i	16*
CN(C)C(=O)CSc1ncccc1-c1nc2ccccc2[nH]1	-5	i	i	i	i	0.5	-5	i	i	i	i
O=C(c1ccc(C(F)(F)F)n(Cc2ccc(Cl)cc2)c1=O)N1CCOCC1	·	i	i	i	i	-0.7	11	i	i	i	i
CC(C)c1cc(Br)ccc1OCCN1C(=O)NC(C)(C)C1=O	-8	i	i	i	i	0.0	5	i	i	i	i
O=C(CN1C(=O)S/C(=C\c2ccccn2)C1=O)Nc1ccc(F)cc1	·	i	i	i	i	·	·	i	i	i	i
CCc1ccc(OCCSc2nc3ccccc3n2CCC(=O)O)cc1	2	i	i	i	i	-1.2	16	i	i	i	i
COc1ccc(CCNC(=O)c2c[nH]c3ccccc3c2=O)cc1OC	0	i	i	i	i	0.0	5	i	i	i	i
O=C(C1=C(O)C(=O)N(CCc2ccccc2)C1c1ccncc1)c1cc2ccccc2o1 (centres undefined)	16	i	i	i	i	0.6	2	i	i	i	i
CC(=O)c1c(C)oc2ccc(N(C(C)=O)S(=O)(=O)c3ccc(Br)cc3)cc12	7	i	i	i	i	-0.4	-8	i	i	i	i
Cc1cccc(NC(=O)CC2C(=O)NCCN2C(=S)Nc2ccccc2)c1 (centres undefined)	-6	i	i	i	i	-0.2	12	i	i	i	i
CS(=O)(=O)N(CC(=O)NCCSCc1cccc(Cl)c1)c1ccccc1F	4	i	i	i	i	-33	-3	i	i	i	i
Cc1ccc(CNC(=O)c2ccc(CS(=O)(=O)c3ccccc3C)o2)cc1	7	i	i	i	i	0.1	2	i	i	i	i
CC1CCCN(CCC(=O)Nc2ccc(Br)cc2)C1 (centres undefined)	7	i	i	i	i	-0.3	-7	i	i	i	i
CCN1CCN(S(=O)(=O)c2ccc(S(=O)(=O)NCC3CCCO3)cc2)CC1 (centres undefined)	5	i	i	i	i	·	-5	i	i	i	i
COCCNC(=S)N1CCCC(CO)C1 (centres undefined)	-3	i	i	i	i	-0.3	-6	i	i	i	i
CCCn1c(SCC(=O)N(CC)CC)nnc1-c1ccncc1	3	i	i	i	i	-0.2	12	i	i	i	i

# Sorted by the number under Platelet DG rel (low to high): three of the compounds above
SMILES,Platelet DG rel,MrgX1 antagonist,TRPC4 inh,TRPC6 act,RGS4 inh
Cc1[nH]n(-c2ncc(-c3ccccc3)s2)c(=O)c1C(c1ccc(Br)cc1)C(C#N)C#N (centres undefined),-10,-6.8*,i,i,16*
O=C(c1ccc(C(F)(F)F)n(Cc2ccc(Cl)cc2)c1=O)N1CCOCC1,11,i,i,i,i
CCCn1c(SCC(=O)N(CC)CC)nnc1-c1ccncc1,12,i,i,i,i

# Additional structures.
SMILES	SKKanGAS inh	MrgX1 agonist	MrgX1 PAM	RGS4 pot	TRPC6 inhibitor	HIF act	Platelet DG rel	MrgX1 antagonist	TRPC4 inh	TRPC6 act	RGS4 inh
O=C(Nc1nc(-c2ccccc2)cs1)C1CCCN(S(=O)(=O)c2ccccc2)C1 (centres undefined)	12	i	i	i	i	-0.2	6	i	i	i	i
Cn1ncc2nnn(-c3ccccc3)c(=O)c21	·	i	i	i	i	·	·	i	i	i	i
Cc1ncoc1C(=O)NCc1ccccc1Cl	6	i	i	i	i	-0.4	-3	i	i	i	i
CCC(Oc1ccccc1)C(=O)N(Cc1ccccc1)c1ccccn1 (centres undefined)	-10	i	i	i	i	-0.2	-8	i	i	i	i
Cc1cccc(C)c1NC(=O)c1nc(S(=O)(=O)Cc2ccccc2)ncc1Cl	-11	i	i	i	i	-2.8	17	i	i	i	i
O=C(COc1cc(Cl)c(Cl)cc1Cl)NCCN1CCOCC1	-11	i	i	i	i	0.1	-1	i	i	i	i
O=Cc1cccn1-c1cccc([N+](=O)[O-])c1	14	i	i	i	i	-0.1	4	i	i	i	i
O=C(NCC1CCCO1)c1cc(S(=O)(=O)N2CCOCC2)ccc1Cl (centres undefined)	-11	i	i	i	i	-0.5	9	i	i	i	i
CCCCNC(=O)C1CCN(C(=O)C2CCN(S(=O)(=O)c3ccc(C)cc3)CC2)CC1	-2	i	i	i	i	0.4	-10	i	i	i	i
Cc1ccc(S(=O)(=O)N2CCN(C(=O)CCn3nc(C)c(C)c3C)CC2)cc1	-25	i	i	i	i	0.0	2	i	i	i	i
c1cncc(-c2nnc3n2C2(CCCCC2)Cc2ccccc2-3)c1	-6	i	i	i	i	-0.2	5	i	i	i	i
CCCCC(NC(=O)c1cccc(Br)c1)C(=O)O (centres undefined)	-2	i	i	i	i	-0.5	0	i	i	i	i
CC(=O)c1cc(CC(=O)N2CCc3c([nH]c4ccccc34)C2c2ccccn2)cs1 (centres undefined)	-6	i	i	i	i	-0.2	4	i	i	i	i
CC(=O)NN1C(=O)c2ccc3c4c(ccc(c24)C1=O)C(=O)N(NC(C)=O)C3=O	22	i	i	i	i	-21	-5	i	i	i	i
OC1CCCN(c2ncnc3c2nnn3Cc2c(F)cccc2Cl)C1 (centres undefined)	4	i	i	i	i	0.1	3	i	i	i	i
O=C(CSc1nnc2c(n1)[nH]c1ccc(F)cc12)OCc1ccccc1	-9	i	i	i	i	-0.1	1	i	i	i	i
CC(=O)NC(c1ccccc1)c1nc2ccccc2[nH]1 (centres undefined)	0	i	i	i	i	·	0	i	i	i	i
Cc1cc(C)n(-c2ccc(C(=O)OCC(=O)c3ccc(Br)s3)cc2)n1	3	i	i	i	i	-0.8	2	i	i	i	i
COCCn1c(=NC(=O)CSCC(=O)N2CCOCC2)sc2ccccc21	0	i	i	i	i	-0.4	18	i	i	i	i
O=c1[nH]c2cc3c(cc2cc1C(c1nnnn1Cc1ccccc1)N1CCCCCC1)OCCO3 (centres undefined)	7	i	i	i	i	0.2	-2	i	i	i	i
NC(=O)CN1CCOCCN(CC(N)=O)CCOCC1	-2	i	i	i	i	0.0	-6	i	i	i	i
CCOc1ccccc1OCCCC(=O)NC1=NCCS1	0	i	i	i	i	-0.1	-2	i	i	i	i
COc1cccc(-c2nc(CS(=O)CC(=O)NCCCOC(C)C)c(C)o2)c1 (centres undefined)	-8	i	i	i	i	0.1	0	i	i	i	i
CCc1cccc(NC(=O)c2ccc(Cn3c(=O)[nH]c4ccsc4c3=O)cc2)c1	2	i	i	i	i	-0.3	2	i	i	i	i
COc1ccc(NCC(=O)N/N=C/C(C)c2ccccc2)cc1 (centres undefined)	2	i	i	i	i	-0.3	10	i	i	i	i
COCCNC(=O)C(c1ccc(F)cc1)N(Cc1ccccc1)C(=O)CCC(=O)Nc1ccccn1 (centres undefined)	-5	i	i	i	i	-0.9	3	i	i	i	i
O=C1/C(=C\c2cccc(O)c2O)SC(=S)N1Cc1ccccc1	93*	i	i	i	i	1.3	-4	i	i	i	8.4*
CC1(C)Cc2nc3[nH]c(=S)[nH]c(=O)c3cc2CO1	3	i	i	i	i	·	-3	i	i	i	i
COc1ccc(C(=O)Nc2ncccc2C)cc1S(=O)(=O)N1CCCc2ccccc21	18	i	i	i	i	-0.9	-7	i	i	i	i
COc1cc(C(F)(F)F)c(C(=O)N(C)Cc2cc(Cl)cc(Cl)c2)cn1	0	i	i	i	i	0.5	18	i	i	i	i
CCCOC(=O)C1=C(C)NC2=C(C(=O)CCC2)C1c1ccc(N(C)C)cc1 (centres undefined)	10	i	i	-7.2*	i	-0.5	-2	i	i	i	i
COC(=O)CNS(=O)(=O)c1ccc(Cc2ccc(S(=O)(=O)NCC(=O)OC)cc2)cc1	1	i	i	i	i	0.0	3	i	i	i	i
O=C(CCC1CCN(Cc2ccccc2O)CC1)NC1CC1	2	i	8.1*	i	i	0.5	-4	i	i	i	i
N#Cc1cccc(C(c2nnnn2C2CCCC2)N2CCCCCC2)c1 (centres undefined)	9	i	i	i	i	-0.2	-2	i	i	i	i
CC(C)(C)OC(=O)NCCc1nnc(SCC(=O)c2ccc(Cl)cc2)o1	-1	i	i	i	i	-0.3	-2	i	i	i	i
COc1cc(C)nc(NS(=O)(=O)c2ccccc2Cl)n1	0	i	i	i	i	0.4	-2	i	i	i	i
Cc1ccc(S(=O)(=O)N(CC(=O)N2CCOCC2)c2ccc(C(C)C)cc2)cc1	-8	i	i	i	i	0.0	-12	i	i	i	i
COc1cc(NC(=O)CN2CCN(c3ccccc3)CC2)c(C)cc1[N+](=O)[O-]	-4	i	i	i	i	-0.2	0	i	i	i	i
CCOC(=O)c1ccc(NC(=O)N2CCc3ccccc32)cc1	3	i	i	i	i	2.8	37	i	i	i	i
COc1cccc(-c2csc(N3CCN(C(=S)Nc4ccccc4OC)CC3)n2)c1	7	i	i	i	i	0.1	-5	i	i	i	i
Cc1nc(NCC2CCCO2)c2oc3ccccc3c2n1 (centres undefined)	-12	i	i	i	i	0.0	1	i	i	i	i
Cc1ccc(SCC(=O)N2CCC(C(N)=O)CC2)cc1	2	i	i	i	i	0.4	7	i	i	i	i
